Screening data from PubChem BioAssay.
Tn7 DDE FP – inhibitors of Tn7 peptide binding to fibrin DD(E), primary screen, biochemical, fluorescence polarization, human fibrin, Tn7 probe; Fibrinogen beta chain (Homo sapiens), P02675; FP displacement of FITC-Tn7 peptide from fibrin DD(E); 0% = median of compound wells per plate; inhibition, % at 8.3 µM; 370,000 compounds, 0.13% hits; AID 720508, 2013;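 active = inhibition above the mean of compounds falling within the control limits plus 3 SD of them, cut at about 14% in these data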;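 note: 0% = plate median of compound wells and 100% = 10 µM Aha-Tn7 peptide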
Target sequence (P02675 whole entry, looked up): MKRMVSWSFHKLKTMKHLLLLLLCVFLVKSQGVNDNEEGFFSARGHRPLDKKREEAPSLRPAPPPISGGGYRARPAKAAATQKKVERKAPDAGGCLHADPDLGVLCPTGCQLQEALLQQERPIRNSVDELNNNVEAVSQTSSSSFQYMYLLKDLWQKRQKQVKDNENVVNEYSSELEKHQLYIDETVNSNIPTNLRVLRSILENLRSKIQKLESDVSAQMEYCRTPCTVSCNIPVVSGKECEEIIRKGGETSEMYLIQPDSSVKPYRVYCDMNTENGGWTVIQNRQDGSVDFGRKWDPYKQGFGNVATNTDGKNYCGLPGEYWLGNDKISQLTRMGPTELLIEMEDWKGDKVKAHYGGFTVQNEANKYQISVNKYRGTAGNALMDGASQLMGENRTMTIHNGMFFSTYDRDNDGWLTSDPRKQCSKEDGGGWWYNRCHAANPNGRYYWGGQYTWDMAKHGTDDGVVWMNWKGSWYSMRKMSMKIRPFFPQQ
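System: human fibrin DD(E); quantity: Fibrin-DD(E) at 2 µM final; also added: fluorescent Tn7 probe at 0.1 µM; compound dosing: single nominal test concentration of 8.3 µM per compound; schedule: 10 min preincubation, 3 h with tracer, room temperature; detection: fluorescence polarization of the labelled Tn7 tracer; repeats: one replicate per compound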
Tn6 DDE FP – inhibitors of Tn6 peptide binding to fibrin DD(E), primary screen, biochemical, fluorescence polarization, human fibrin, Tn6 probe; Fibrin DD(E) TRITC-Tn6 fluorescence polarization displacement; inhibition, % at 8.3 µM; 370,000 compounds, 0.21% hits;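 active = inhibition above a per-campaign cutoff: mean of compounds within control limits plus 3 SD, cut at about 15% in these data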;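 note: 0% = median of all compound wells on the plate and 100% = blocking peptide control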
SIAE inh – human SIAE inhibitors, primary screen, biochemical, fluorescence polarization, FP-Rh probe, 1536-well HTS; 370,000 compounds, 0.69% hits; inhibition, % at 9.66 µM; SIAE FP-Rh probe binding; Sialate O-acetylesterase (Homo sapiens), Q9HAT2; AID 1053197, 2014;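 active = inhibition above a cutoff: mean of compounds within the control limits plus 3 SD of those, cut at about 17% in these data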;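 note: 0% = plate median of compound wells and 100% = probe without SIAE protein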
UHRF1 binding – UHRF1 methylated DNA binding inhibitors, primary screen, counter-screen for MBD2 inhibitor project, biochemical, TR-FRET, human UHRF1, single concentration; E3 ubiquitin-protein ligase UHRF1 (Homo sapiens), Q96T88; UHRF1 binding to methylated oligo; inhibition, % at 4.4 µM; 370,000 compounds, 0.75% hits; AID 687016, 2013; in the data active = inhibition above about 21%;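 note: UHRF1 SRA domain binding a hemimethylated CpG hairpin DNA probe; 0% = median of test compound wells and 100% = reference inhibitor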
LEDGF integ inh – blockers of LEDGF/p75-dependent integrase strand transfer – biochemical, TR-FRET, high throughput, primary screen; inhibition, % at 3.7 µM; TR-FRET IN-LEDGF/p75 DNA integration, Eu/Cy5; 370,000 compounds, 0.64% hits; HIV-1 integrase (with human LEDGF/p75);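 active = inhibition above the screen-wide mean plus 3 SD, cut at about 13% in these data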;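 note: signal is the Cy5 over europium emission ratio at 671 and 618 nm; 0% = plate median of compound wells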
TDP2 inh – human TDP2 enzyme inhibitors, primary screen, biochemical, epi absorbance, recombinant enzyme | Tyrosyl-DNA phosphodiesterase 2 (Homo sapiens), O95551 | T5PNP hydrolysis, p-nitrophenol absorbance 415 nm | inhibition, % at 12.8 µM | 370,000 compounds, 0.34% hits;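 active = inhibition above the mean of all tested compounds plus 3 SD, set per campaign, cut at about 25% in these data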;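 note: 0% = DMSO with enzyme and 100% = buffer with substrate but no TDP2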
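Evaluation: % inhibition relative to enzyme-containing and enzyme-free wells. Material: recombinant human TDP2. Benchmarks: enzyme-free and DMSO wells. Timing: enzyme reaction with compound for 2 h at 37 °C. Compound dosing: 12.8 µM only. Measured by: p-Nitrophenol epi absorbance. Reagent: T5PNP substrate at 5 mM, a TopII-DNA adduct mimic. Replication: single well per compound.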
PRMT1 inh – PRMT1 methyltransferase inhibitors, primary screen, biochemical, fluorescence polarization | Protein arginine N-methyltransferase 1 (Homo sapiens), Q99873 | recombinant PRMT1, activity-based probe fluorescence polarization | inhibition, % at 2.79 µM | 370,000 compounds, 1.3% hits;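 active = inhibition above about 21% made by adding two undisclosed values, limit read from the data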
TCR CD3 inh – inhibitors of human TCR-CD3 interaction, primary screen, biochemical, fluorescence, TAMRA-labeled TCR probe. T-cell receptor (TCR). inhibition, % at 9.4 µM. 360,000 compounds, 0.37% hits; in the data active = inhibition above about 19%;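 note: recombinant mutant TCR 2C K166C tagged with TAMRA read by polarization; 0% = receptor in buffer alone and 100% = receptor with positive control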
KLK7 zymogen act – proKLK7 zymogen activators, primary screen, biochemical, fluorescence intensity; purified proKLK7, EDANS-DABCYL substrate fluorescence; 100% is mature enzyme control, 0% vehicle; 370,000 compounds, 0.9% hits; Kallikrein-7 (Homo sapiens), P49862; activation, % at 7 µM; AID 652039, 2013;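 active = activation above the mean of all tested compounds plus 3 SD, computed per campaign excluding outliers beyond control limits, cut at about 13% in these data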
Target sequence (P49862 whole entry, looked up): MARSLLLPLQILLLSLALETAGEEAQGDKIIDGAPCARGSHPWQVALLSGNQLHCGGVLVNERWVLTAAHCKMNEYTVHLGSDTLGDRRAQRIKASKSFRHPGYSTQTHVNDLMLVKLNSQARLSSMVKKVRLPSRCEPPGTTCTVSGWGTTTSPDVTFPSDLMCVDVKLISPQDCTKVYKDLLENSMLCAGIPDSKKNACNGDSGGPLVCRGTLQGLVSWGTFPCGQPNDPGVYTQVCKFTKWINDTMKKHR
MBD2 inh – inhibitors of MBD2 binding to methylated DNA, primary screen, biochemical, TR-FRET, DNA-binding domain, human. Methyl-CpG-binding domain protein 2 (Homo sapiens), Q9UBB5. inhibition, % at 4.4 µM. MBD2 binding to methylated oligonucleotide. AID 686964, 2013. 370,000 compounds, 0.31% hits; in the data active = inhibition above about 13%
* = called active by the depositor; . = not tested or not shown.

Fields – Tn7 DDE FP	Tn6 DDE FP	SIAE inh	UHRF1 binding	LEDGF integ inh	TDP2 inh	PRMT1 inh	TCR CD3 inh	KLK7 zymogen act	MBD2 inh
> COc1cc(OC)cc(C(=O)NCc2n[nH]c(=S)n2-c2ccccc2)c1
  4.5	1.5	6.9	2.0	1.7	3.8	0.1	-0.6	0.2	-0.7
> CCC1(C)CC(C#N)(C#N)C(=O)NC1=O (stereo not given)
  -2.0	-3.0	5.6	-1.4	-3.0	-2.5	4.3	-6.0	0.3	4.4
> COCCn1c(SCC(=O)Nc2c(C)n(C)n(-c3ccccc3)c2=O)nc2ccccc2c1=O
  3.7	1.7	-2.4	3.9	1.2	-9.8	-0.9	1.2	0.1	3.3
> Oc1ccc(/C=N/n2c(C3CCCCC3)n[nH]c2=S)c(O)c1
  0.2	0.4	-0.4	1.5	0.0	-4.6	3.1	8.1	-0.9	-6.4
> C=CCN(C(=O)CN1CCOCC1)c1nc(C)c(-c2ccccc2)s1
  -2.0	-1.7	3.5	-0.8	-1.7	0.9	-3.7	-6.0	-0.1	-0.3
> C=CCN(CC=C)C(=S)Nc1ccc(OC)c(OC)c1
  3.3	-0.1	-0.2	-2.4	1.9	1.2	0.8	5.2	-0.5	-4.6
> O=C(O)CN(Cc1ccco1)S(=O)(=O)c1ccccc1
  4.6	3.0	9.5	9.2	6.8	0.0	2.4	-3.5	0.6	-1.5
> O=C(C[n+]1ccccc1)c1ccc(NC(=O)c2ccccc2)cc1
  -3.7	-0.8	-4.8	1.2	0.9	-6.1	-0.1	2.0	-0.4	-0.6
> COc1ccc(Cl)cc1NC(=O)CSc1nnc(COc2ccccc2)n1N
  2.3	-3.7	-5.2	1.3	-0.2	0.7	-1.8	-1.4	0.4	6.5
> CCC(C)N1C(=O)CCC1C(=O)N1CCN(c2ccccc2F)CC1 (stereo not given)
  -4.2	-6.9	-1.8	3.4	1.3	-4.0	2.4	-2.1	0.0	-1.2
> O=C(Nc1cccc(S(=O)(=O)N2CCOCC2)c1)c1cccc(S(=O)(=O)N2CCCC2)c1
  2.9	2.8	-7.1	-0.1	-7.8	1.8	3.2	-7.7	0.1	-0.3
> CCCCc1nnc(NC(=O)Cc2ccc(OC)c(S(=O)(=O)N3CCOCC3)c2)s1
  -0.8	4.1	-0.2	-1.1	2.8	-0.1	-0.1	6.9	0.6	-4.7
> O=C(Nc1cccc(C(=O)N2CCCC2)c1)C1CCC1
  -5.5	-6.8	1.4	-1.8	-0.2	3.6	-4.0	9.7	0.0	3.6
> CN(Cc1c(F)cccc1Cl)S(=O)(=O)c1cccs1
  10.4	8.7	-0.5	-0.8	-3.5	7.9	1.5	0.9	-0.5	-1.0
> Oc1[nH]c2ccccc2c1N=Nc1ccc(C(F)(F)F)cn1
  -1.8	6.5	-2.5	0.9	-2.2	-6.2	2.1	-3.3	0.3	1.6
> Cc1ccc(-n2c(=S)[nH]c3sc4c(c3c2=O)CCc2ccccc2-4)cc1
  2.4	-4.8	6.0	-0.2	-0.3	2.6	-0.1	6.5	-0.4	3.5
> CCOc1nc(Nc2ccc(OC)cc2)nc(N2CCOCC2)n1
  0.6	-0.8	-2.0	-1.8	-2.1	-2.8	1.6	2.4	-0.1	1.1
> COc1ccccc1N1CCN(C(=O)C2CCN(C(=O)c3ccccc3Cl)CC2)CC1
  2.4	-3.0	-7.5	2.4	-1.1	-6.6	5.7	-4.1	0.1	4.3
> CC(C)Cc1ccc(C(C)C(=O)Nc2nccs2)cc1 (stereo not given)
  -4.5	-0.3	3.9	0.4	3.1	-1.3	4.0	-2.2	-0.5	-0.2
> Cc1nnc(SCC(=O)Nc2cccnc2Cl)s1
  -1.6	0.2	-1.8	0.5	0.7	-20.7	-3.2	4.8	0.6	-3.7
> CC(C)C[C@H](NC(=O)N1CCCCCC1)C(=O)O
  4.9	6.1	-0.5	-0.2	-0.3	6.7	2.2	4.8	-0.5	2.5
> CCOC1=C2CN(S(=O)(=O)c3ccc(C)cc3)[C@@H](c3cccc4ccccc34)C[C@H]2[C@H]2C(=O)N(c3ccccc3)C(=O)[C@H]2C1
  -6.5	-6.2	1.4	2.2	-0.1	-3.0	-3.8	-2.9	0.6	-2.5
> CCOc1ccc(C(=O)NC(=S)Nc2ccccc2N2CCC(C)CC2)cc1[N+](=O)[O-]
  -1.1	-5.1	-7.4	1.7	-0.2	-3.8	8.1	-7.7	0.7	5.8
> COc1ccc(NC(=O)CN(C)S(=O)(=O)c2cccc3cccnc23)cc1
  0.9	2.6	-1.3	1.4	-1.4	9.5	-1.4	-3.0	-0.1	1.7
> CC1(C)C2([N+](=O)[O-])CN3CC1([N+](=O)[O-])CN(C2)C3c1ccccc1 (stereo not given)
  -1.7	1.8	1.6	1.1	-1.3	12.9	-1.9	1.0	0.7	1.1
> COc1ccc(C(CNC(=O)C2COc3ccccc3O2)N2CCCC2)cc1 (stereo not given)
  4.2	-0.9	2.8	1.2	0.9	-5.9	-5.2	8.0	0.3	6.0
> Brc1ccc(-c2csc(N3CCC(c4ccccc4)C3)n2)cc1 (stereo not given)
  -1.4	0.4	4.0	-0.2	-3.3	-2.4	-1.3	5.1	-1.0	0.1
> CN1N=C(C(=O)N=c2sc3ccccc3n2C)CCC1=O
  2.4	11.2	3.3	-0.9	-3.2	-11.3	-2.2	10.8	-0.1	-2.2
> Cc1nc2c(c(=O)c3ccccc3n2C)c(=O)n1-c1ccc(F)cc1
  -6.7	1.0	0.0	-1.4	2.1	-6.7	-1.4	-9.7	0.8	6.7
> O=C(CCOc1ccccc1F)N1CCN(c2ccccc2O)CC1
  -10.2	4.4	11.1	-1.0	4.9	-1.4	1.2	3.8	0.2	-4.8
> N=C1CCCC1C(=S)SCCC(N)=O (stereo not given)
  -3.4	0.1	2.0	-2.4	2.2	7.9	12.6	-1.0	-0.2	-5.6
> CCCc1nc2ccc(C(=O)OC)cn2c1Cc1ccc(C)cc1
  -0.7	-1.7	1.6	21.6*	6.1	-1.3	-3.0	13.4	0.8	9.6
> O=C(NNC1=NCCC1)C1CC1
  1.9	3.9	-0.1	1.4	-2.6	-1.4	0.8	-4.2	0.0	-3.8
> O=S1(=O)CC(N2CCC(c3ccccc3)CC2)CN1Cc1cn(Cc2ccc(C(F)(F)F)cc2)nn1 (stereo not given)
  4.0	10.5	-0.1	2.2	-0.4	0.7	-0.8	-0.4	0.6	0.1
> CCOC(=O)N1CCC(NC(=O)Cn2nc(-c3ccccc3)ccc2=O)CC1
  4.7	0.8	1.4	-3.0	0.9	2.1	-4.1	4.0	0.2	-3.6
> Cc1ccc(NC(=O)C(=O)NCCc2c[nH]c3ccccc23)c(C)c1
  0.5	3.4	2.0	-1.5	2.6	-4.6	-3.4	4.3	-0.7	-4.9
> CN(C)S(=O)(=O)c1ccc(NC(=O)COC(=O)C2COc3ccccc3O2)cc1 (stereo not given)
  0.0	7.5	-0.7	5.4	3.0	-0.3	0.1	0.5	-0.9	5.1
> CCCC(=O)OC12CCCN(C1)/C(=C/c1ccc(C#N)cc1)C2 (stereo not given)
  -1.7	-2.9	-1.2	-1.0	-5.0	-1.5	-1.5	.	0.1	-2.3
> CCNC(=O)C1(C)CCCN(C(=O)c2cc(C)nn2C(C)(C)C)C1 (stereo not given)
  -3.9	-3.3	10.1	-0.5	-2.0	6.8	0.7	4.6	-1.0	-0.2
> Cc1ccc(NC(=O)C(C)N2C(=O)c3ccccc3C2=O)cc1C (stereo not given)
  2.0	0.8	-1.8	2.1	-2.3	5.2	5.7	0.9	-0.8	8.7
> Brc1cc2c(cc1Cn1c(-c3cncs3)nc3ccccc31)OCO2
  0.4	-0.7	-0.4	0.5	0.0	11.1	-1.4	3.7	0.0	-1.3
> O=C(CSc1nc2[nH]c(=O)cc(O)c2s1)Nc1ccc(Br)cc1
  -7.6	-1.7	-13.5	-2.9	1.6	-8.6	2.9	-0.2	-0.2	3.2
> O=C(NCCN1CCN(C(=O)c2ccc([N+](=O)[O-])cc2)CC1)C(=O)Nc1ccc(F)cc1
  -1.9	0.6	6.1	-1.4	-1.9	5.5	-6.6	8.5	-1.5	-3.8
> CCn1c(COc2ccc(OC)cc2)nc2ccccc21
  -10.3	-7.0	2.7	0.9	-1.4	7.0	-1.9	2.7	0.4	0.2
> COc1ccc(OC)c(NC(=O)c2cnc(Nc3ccccc3OC)c3ccccc23)c1
  -12.3	-5.8	-6.6	-1.9	1.6	-13.3	-4.3	4.9	-28.0	-0.8
> COc1cc(C(=O)NC(=S)Nc2ccc(Cl)c(C(=O)O)c2)cc(OC)c1OC
  -3.0	3.3	-0.2	-2.1	1.9	-8.6	-2.3	2.1	-0.1	-2.8
> COc1ccc(C2c3[nH]c4ccccc4c3C[C@H]3C(=O)N(C)CC(=O)N23)cc1OC (stereo not given in full)
  0.2	-7.7	-1.7	2.4	4.6	0.0	4.6	1.4	0.5	-4.2
> CCN1CCN(C(=O)CCN2C(=O)c3ccccc3S2(=O)=O)CC1
  5.8	-1.0	2.8	0.2	-0.1	-0.1	-0.8	7.3	0.1	3.0

Entries of single compounds as entered above. Order of values: Tn7 DDE FP | Tn6 DDE FP | SIAE inh | UHRF1 binding | LEDGF integ inh | TDP2 inh | PRMT1 inh | TCR CD3 inh | KLK7 zymogen act | MBD2 inh
`CCCC(=O)OC12CCCN(C1)/C(=C/c1ccc(C#N)cc1)C2` (stereo not given) is listed with -1.7 | -2.9 | -1.2 | -1.0 | -5.0 | -1.5 | -1.5 | . | 0.1 | -2.3
`CCOC(=O)N1CCC(NC(=O)Cn2nc(-c3ccccc3)ccc2=O)CC1` is listed with 4.7 | 0.8 | 1.4 | -3.0 | 0.9 | 2.1 | -4.1 | 4.0 | 0.2 | -3.6
`O=S1(=O)CC(N2CCC(c3ccccc3)CC2)CN1Cc1cn(Cc2ccc(C(F)(F)F)cc2)nn1` (stereo not given) is listed with 4.0 | 10.5 | -0.1 | 2.2 | -0.4 | 0.7 | -0.8 | -0.4 | 0.6 | 0.1
